S2 tox: Viability Counterscreen for Primary qHTS for Inhibitors of ATXN expression; Potency, µM (highest dose often 56.7 µM), actives largely listed as cytotoxic; S2 cells (HEK-293 line with an ATXN2-luciferase reporter) viability, CellTiter-Fluor protease fluorescence, 24 h; AID 651635, 2014; 400,000 tested, 0.49% active; also: potency is read from the fitted curve at half-maximal effect; nearly all actives have a fitted effect of over 40% in size
IL-1B inflam inh: qHTS for Inhibitors of Inflammasome Signaling: IL-1-beta AlphaLISA Primary Screen; THP-1 LPS/ATP IL-1B secretion, AlphaLISA, 16 h; active compounds read low; activity change, % at 57.5 µM; 360,000 tested, 4.7% active; AID 743279, 2014; in the data active = activity change below about -50%; inconclusive = mostly about -30% to -49%; also: % is scaled to controls: 0 for no effect and ±100 for the full control effect
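THP-1 cells pretreated 1 hr with compounds (up to 57.5 uM final), then stimulated with LPS (250 ng/mL final) plus ATP (1.25 mM final); secreted IL-1B measured by AlphaLISA after 16 hr, decreased signal indicating inhibition.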
ATXN2 expr inh: Primary qHTS for Inhibitors of ATXN expression; HEK-293 ATXN2-luciferase reporter, luminescence, 24 h; Potency, µM (top dose mostly 57 µM), without a hit: at the highest dose activity change, negative = inhibition, usual class: inhibitors; 360,000 tested, 0.72% active; AID 1745845, 2022; also: potency is read from the fitted curve at half-maximal effect; % is scaled to controls: 0 for no effect and ±100 for the full control effect; nearly all actives have a fitted effect of over 55% in size
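qHTS (up to 57 uM final) was run with 24 h compound exposure of reporter cells at 37 °C. Each well was multiplexed: SteadyGlo luminescence measured ATXN2-luciferase expression after a fluorogenic Gly-Phe-AFC viability readout (25 uM final).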
TGFb inhibitor: qHTS for Inhibitors of TGF-b; HepG2 CAGA-GFP TGF-b/SMAD3 reporter, GFP fluorescence, 18 h; TGF-beta stimulated, 500 pg/mL final; Potency, µM (top dose mostly 46.1 µM), without a hit: at the top dose activity, negative = inhibition, hits mostly inhibitors; 410,000 tested, 1.2% active; also: potency is read from the fitted curve at half-maximal effect; % is scaled to controls: 0 for no effect and ±100 for the full control effect; nearly all actives have a fitted effect of over 65% in size
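Read-out: total well GFP (ex488/em500-530) summed from mean per-cell fluorescence. Cells: HEPG2 CAGA-GFP, 1% FBS DMEM, 18 h at 37 degrees C with 500 pg/mL final TGF-beta. Unstimulated wells served as the full-inhibition control; stimulated DMSO wells = 0%.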
A549 tox: Nrf2 qHTS screen for inhibitors: counterscreen for cytotoxicity. A549 ARE-Fluc cells, CellTiter-Fluor viability, 18-24 h. Potency, µM (highest dose often 46 µM), inactives show top-dose activity change, negative = cytotoxicity, usual class: inhibitors. 390,000 tested, 0.16% active. AID 504648, 2011; also: potency is read from the fitted curve at half-maximal effect; % is scaled to controls: 0 for no effect and ±100 for the full control effect
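A549 ARE-Fluc cells in 5% FBS OPTI-MEM, 5000 cells/well, rested 2 h then exposed to compounds in concentration-response for 18-24 h at 37 °C. Viability by CellTiter-Fluor fluorescence (Ex 405/Em 525) after 30 min; luciferase luminescence (BugLite, 15 min, RT) read afterwards.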
MCF10A rereplic: A quantitative high throughput screen for small molecules that induce DNA re-replication in MCF 10a normal breast cells; MCF 10A DNA re-replication, Hoechst nuclear intensity, 48 h; Potency, µM (top dose mostly 46.1 µM), for the others: top-dose activity, positive = re-replication, hits mostly activators; 350,000 tested, 2.9% active; also: potency is read from the fitted curve at half-maximal effect; % of control where 0% means no effect; nearly all actives have a fitted effect of over 50% in size
Nrf2 ARE act: qHTS of Nrf2 Activators | AREc32 ARE-luciferase reporter (MCF7-derived line), luminescence, 24 h | Potency, µM (highest dose often 46.1 µM), without a hit: at the top dose activation, most hits filed as activators | 410,000 tested, 0.31% active | AID 624171, 2012; also: potency is read from the fitted curve at half-maximal effect; % of control where 0% means no effect; nearly all actives have a fitted effect of over 65% in size
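ARE activation measured as luciferase luminescence (Steady-Glo, 30 min RT) in AREc32_Fluc cells after 24 hr compound exposure at 37 deg C, 5% CO2; cells seeded overnight at 1000/well in OPTI-MEM, 5% FBS.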
Nrf2 inh: Nrf2 qHTS screen for inhibitors | A549 ARE-Fluc reporter, luciferase luminescence, 18-24 h | Potency, µM (titrated, usually from 46 µM), inactives show at the highest dose activity change, negative = inhibition, most hits filed as inhibitors | 360,000 tested, 2.1% active; also: potency is read from the fitted curve at half-maximal effect; % is scaled to controls: 0 for no effect and ±100 for the full control effect; nearly all actives have a fitted effect of over 60% in size
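Two sequential reads on A549 ARE_Fluc cells exposed to compound for 18-24 h: a CellTiter-Fluor fluorescence read for viability, then a luciferase luminescence read for Nrf2/ARE activity.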
HepG2 viability: qHTS for Inhibitors of TGF-b: Cytotox Counterscreen; HepG2 CAGA-GFP viability, ATP luminescence, 18 h; Potency, µM (series often up to 46.1 µM), without a hit: top-dose activity change, negative = cytotoxicity, hits mostly cytotoxic; 410,000 tested, 0.76% active; also: potency is read from the fitted curve at half-maximal effect; some results filed as inactive show a strong effect at the top dose
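HepG2 CAGA-GFP cells (1000/well, DMEM with 1% FBS) received compound, then TGF-beta at 500 pg/mL final, and were incubated 18 hours at 37 degrees C. Viability was read by CellTiter-Glo luminescence. Media-only wells were set as complete cell-killing and DMSO as no toxicity.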
* marks the source's active call; other numbers are inactive results; i = inactive; ? = inconclusive; . = not tested or not shown; & = joins results of further samples; [ ] = dose if it differs, or a comment. Unless noted, calls follow the shape of the dose curve; as a rule, active = well fitted curve in the direction sought with a large enough effect; inconclusive = small, poorly fitted or top-dose-only effect, or another doubt; inactive = no such curve, though single readings can be large; an effect the other way counts as inactive or inconclusive.

The line under a structure holds: S2 tox | IL-1B inflam inh | ATXN2 expr inh | TGFb inhibitor | A549 tox | MCF10A rereplic | Nrf2 ARE act | Nrf2 inh | HepG2 viability
1: CC(C)(C)NC(=O)Cn1c(=O)c(=O)n(Cc2ccccc2)c2ccc(Cl)cc21
  ? | -6.2 | -0.1% | -3.5% | -14.6% | 5.6% | -0.9% | 8.9% | 0.8%
2: Cc1cc(NC(=O)Cn2cc(C(F)(F)F)cc(Cl)c2=O)no1
  i | -5.2 | -2.1% | 4.4% | -5.9% | 7.2% | -0.4% | 2.3% | 6.2%
3: CN(C)CCOC(=O)NC12CC3CC(CC(C3)C1)C2
  i | -12.6 | -3.7% | 12.4% | 0.3% | -0.2% | -0.2% | 0.8% | -16.6%
4: CC1CN(C(=O)CCC(=O)NCc2ccccc2)c2cc(Cl)ccc2O1 (stereo unspecified)
  i | -25.3 | 5.5%&-14.0% | -24.2%&-0.1% | -1.1%&-0.1% | 6.1% | 1.1%&7.7% | -0.4%&-26.6% | -33.5%&-56.5%
5: COc1ccc(OC)c(C2=Nn3c(nnc3-c3cc(C)[nH]n3)SC2)c1
  ? | -0.4 | 1.7% | 7.8% | -6.6% | 4.2% | 3.7% | ? | -15.4%
6: O=C(COc1ccc(S(=O)(=O)N2CCCCC2)cc1)NCc1ccccn1
  i | -12.9 | -10.5% | 11.3% | -5.3% | -10.5% | -0.4% | -10.3% | 0.9%
7: CC1(c2ccc(Cl)cc2)NC(=O)N(CC(=O)Nc2ccc3c(c2)OCO3)C1=O (stereo unspecified)
  ? | -9.5 | . | 2.7% | . | . | 3.1% | . | -0.7%
8: COC(=O)C1=CN(C)C=C(C(=O)OC)C1c1ccccc1Cl
  . | 0.0 | 1.4% | 16.6% | ? | ? | -0.9% | -10.7% | -9.2%
9: Cc1ccc(C(=O)NNC(=O)CCn2nnc3ccccc32)cc1
  i | 20.7 | 3.9% | 7.7% | 3.2% | -0.5% | 0.0% | ? | -18.2%
10: Cc1ccc(C)c(C(=O)CN2C(=O)NC3(CCC(C)CC3)C2=O)c1 (stereo unspecified)
  i | -2.8 | -12.0% | -2.4% | -0.6% | -5.7% | -0.8% | -3.3% | -15.0%
11: CCN(CC)CCCNC(=S)N1CCN(c2nc(-c3ccccc3)cs2)CC1
  ? | -50.1* | ? | ? | 4.2% | ? | 10.8% | -13.6% | -74.2%
12: COc1cccc(NC(=O)c2sc3nc(C)c(C(=O)Nc4ccc(C)cc4C)c(-c4ccc(C)o4)c3c2N)c1
  i | . | 6.9% | 33.4%[activator] | 0.2% | . | 0.2% | 0.0% | 5.4%
13: C[C@@H]1CN([C@H](C)CO)C(=O)c2cc(-c3ccc(C#N)cc3)cnc2O[C@H]1CN(C)C(=O)c1ccccc1
  ? | -5.7 | 0.1% | 4.8% | . | . | 0.6% | . | 0.0%
14: COc1ccc(-c2cn3c(n2)sc2cc(C(=O)NC4CCCCC4)ccc23)cc1
  . | . | . | -12.7% | 0.2% | . | -0.8% | 16.4% | -22.7%
15: CC1(C)CC(=O)C(C=Nc2cccnc2/N=C/C2=C(O)CC(C)(C)CC2=O)=C(O)C1
  i | -9.6 | 3.2% | 3.1% | -13.4% | 14.4% | 0.4%[9.22 µM] | -11.9% | -1.9%
16: Cc1ccc(S(=O)(=O)N(C)c2ccc(OCC(=O)OCC(=O)N(CC#N)c3ccccc3)cc2)cc1
  i | 7.9 | 2.7% | 1.9% | 8.8% | -1.2% | 0.2% | 12.0% | 0.7%
17: Cc1ccc(NC(=O)Cn2c(=O)n(Cc3nc(-c4ccccc4)no3)c(=O)c3ccccc32)c(C)c1
  . | . | . | ? | -6.0% | . | -0.5% | 16.1% | 8.6%
18: CC(=O)N1CCN(c2cccc(C)c2C)CC1
  i | 0.5 | 9.1% | 9.9% | 5.0% | 0.2% | -0.1% | 3.8% | -3.3%
19: COc1ccc(NC(=O)Nc2cccc3c2O[C@H](CN(C)C(=O)Nc2c(C)noc2C)[C@@H](C)CN([C@H](C)CO)C3=O)cc1
  i | 20.4 | 7.3% | 3.1% | 12.2% | ? | -0.7% | 20.8% | -9.6%
20: O=C(NCC1CCCO1)c1cccc(NS(=O)(=O)c2ccc(Br)cc2)c1 (stereo unspecified)
  i | 10.1 | 3.3% | 0.2% | -12.3% | ? | 0.5% | ? | -59.1%
21: CCC(Oc1ccccc1)C(=O)Nc1nc2c(s1)C(=O)CC(C)(C)C2 (stereo unspecified)
  i | ? | -4.3% | -1.3% | -6.2% | 16.7% | -0.1% | -7.0% | -18.0%
22: Oc1ccc(-c2cccc(-c3ccc(O)cc3)c2)cc1
  i | 36.9 | 47.6%[activator] | ? | -2.3% | 8.2% | 13.8% | ? | -54.9%
23: Clc1cccc(-c2csc(Nc3cccnc3)n2)c1
  i | 4.5 | 25.8% | -5.6% | 0.4% | 18.6% | 18.6% | 6.1% | -2.2%
24: CC(=O)c1ccc(NC(=O)c2ccc(NC(=O)c3ccco3)cc2)cc1
  i | 5.3 | -6.2% | 0.0% | -3.5% | 2.8% | -0.1% | ? | -0.2%
25: CC(=O)c1cccc(NC(=O)Nc2cccs2)c1
  i | -0.2 | 35.6% | -5.5% | 4.9% | -6.1% | 12.3% | -2.0% | -7.3%
26: CSc1cc(-c2ccccc2)n(Cc2ccccc2Cl)c(=O)c1C#N
  ? | 9.1 | -21.3% | 15.3% | ? | 3.66µM* | -0.4% | -21.2% | -2.1%
27: COC(CN(C)C(=O)c1ccc(CS(=O)(=O)c2ccccc2C)o1)OC
  i | 4.1 | -0.5% | 0.0% | 0.9% | -0.7% | -0.3% | 1.0% | -11.2%
28: Cc1ccc(S(=O)(=O)N2C[C@@H]3CCCC[C@@H]3[C@@H](C)[C@H]2c2cn(Cc3ccccc3)c3ccc(F)cc23)cc1
  i | 10.3 | ? | -1.9% | 2.4% | 2.9% | -0.1% | 2.91µM* | -8.0%
29: CN1CCN(S(=O)(=O)c2ccc(NC(=O)COc3ccccc3Cl)cc2)CC1
  i | 37.0 | -6.4% | 9.1% | 4.7% | ? | 2.3% | 25.4% | 2.3%
30: COc1ccc(Cl)cc1NC(=S)Nc1ccccc1C
  i | -10.2 | -5.3%[11.3 µM] | -3.1% | 3.8% | 13.4% | 7.1% | 2.7% | 9.6%
31: CCOc1ccc(N(CC(=O)NCc2ccccc2Cl)S(=O)(=O)c2c(C)[nH]c(=O)[nH]c2=O)cc1
  i | -2.0 | -1.2%&5.2% | -4.7%&-4.5% | -3.6%&-1.7% | 0.2% | -0.1%&0.4% | 7.9%&5.5% | 6.7%&-0.9%
32: COc1ccc(-c2nc(-c3ccc(O)cc3O)cs2)cc1OC
  i | -67.4* | 78.8%[activator] | 1.9% | -24.8% | 20.6µM* | 9.4% | -16.8% | -6.3%
33: CCOC(=O)c1c(C)noc1-c1ccc(Br)o1
  i | 48.7 | 7.2% | 42.3%[activator] | 0.6% | ? | 0.1% | 1.6% | 31.5%
34: COc1ccc(OC(C)C(=O)N2CCc3ccccc3C2)cc1 (stereo unspecified)
  i | 34.6 | -20.1% | -15.9% | 16.7% | -10.4% | -0.3% | -27.3% | -19.4%
35: COc1ccccc1N1CCN(/N=C/c2ccc(OC)c(OC)c2OC)CC1
  i | 4.7 | 31.9% | 2.1% | 1.0% | -1.8% | 0.7% | -0.1% | -3.8%
36: Cc1cc(Br)cc(Cl)c1OCC(=O)NC(=O)NCc1ccccc1
  i | 9.2 | -0.7% | 0.2% | -3.3% | 18.4µM* | -0.6% | ? | -4.0%
37: COc1cccc(OCc2cc(=O)n3cc(C)sc3n2)c1
  i | . | 25.3% | -1.4% | 2.3% | . | 2.3% | ? | -8.4%
38: Cn1nccc1C(=O)Nc1sc2c(c1C(N)=O)CCCC2
  i | -7.1 | 25.0%[11.3 µM] | -3.2% | -4.6% | 1.3% | 6.7% | ? | 1.3%
39: COc1cccc(CCNC(=O)C2CCC(=O)N(C3CC3)C2)c1OC (stereo unspecified)
  i | 11.1 | 4.1% | 0.6% | -7.1% | 0.4% | -0.3% | 2.8% | 0.2%
40: COc1ccc(N=C2SCC(=O)N2CCc2ccc(OC)c(OC)c2)cc1
  i | -10.8 | -35.3% | -27.2% | 0.6% | 13.5% | 0.4% | ? | -40.5%
41: CCCCS(=O)(=O)N1CCCC(C(=O)N2CCOCC2)C1 (stereo unspecified)
  i | 8.7 | . | -4.1% | -0.8% | 12.0% | 0.1% | -0.4% | -12.4%
42: CC(C)Nc1nc(NC(C)C)nc(NS(=O)(=O)c2ccc(N)cc2)n1
  . | 70.6 | . | -13.0% | -15.9% | 2.6% | -0.6% | 2.1% | -5.6%

Some entries already given, limited to Nrf2 inh.
No. | structure | Nrf2 inh
36 | Cc1cc(Br)cc(Cl)c1OCC(=O)NC(=O)NCc1ccccc1 | ?
37 | COc1cccc(OCc2cc(=O)n3cc(C)sc3n2)c1 | ?

Down the list, as entered above:
Entries 39 to 42 in TGFb inhibitor, in turn: 0.6%, -27.2%, -4.1%, -13.0%

Source: PubChem BioAssay
